ERp5 block: blocks human ERp5 reductase activity on insulin. AID 651711. Q15084. ERp5 insulin aggregation, absorbance 650 nm, 90 min. 350,000 compounds, 0.05% hits. inhibition, % at 9.99 µM;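 active = mean replicate inhibition above about 25%, with every replicate also reaching it, limit read from the data, passing the limit was not always enough; inconclusive = only one of those two criteria met; inactive = neither criterion met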
Target sequence (Q15084 whole entry, looked up): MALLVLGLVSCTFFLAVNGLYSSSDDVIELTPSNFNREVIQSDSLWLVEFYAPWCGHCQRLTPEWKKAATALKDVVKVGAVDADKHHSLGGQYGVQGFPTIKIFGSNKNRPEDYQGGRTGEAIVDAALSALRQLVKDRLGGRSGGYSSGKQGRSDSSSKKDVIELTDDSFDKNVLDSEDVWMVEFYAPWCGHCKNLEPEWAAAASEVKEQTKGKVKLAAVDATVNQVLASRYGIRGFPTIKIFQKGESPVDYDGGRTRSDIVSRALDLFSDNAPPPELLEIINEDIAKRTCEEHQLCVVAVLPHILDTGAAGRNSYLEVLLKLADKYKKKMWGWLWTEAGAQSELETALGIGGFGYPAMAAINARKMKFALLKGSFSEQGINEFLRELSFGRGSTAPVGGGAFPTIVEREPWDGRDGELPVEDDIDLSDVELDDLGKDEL
C2C12 statin: protects C2C12 myotubes from simvastatin toxicity. rescue of ATP level, % at 7.49 µM. 330,000 compounds, 0.78% hits. ATP luminescence, 48 h; scaled: DMSO 0, geranylgeraniol control 100;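 active = mean ATP rescue above about 67%, or every replicate alone reaching that limit, limit read from the data, passing the limit was not always enough; inconclusive = no clear call, values can overlap the other calls; inactive = mean under the limit and some replicate under it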;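 note: myotubes were challenged with 10 µM simvastatin during compound exposure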
esBAF inh: SWI/SNF esBAF complex inhibition; mouse ES cells, Bmi1-luciferase knock-in reporter, 24 h; 100% = twice the neutral-well signal; reporter increase, % at 12.5 µM; 350,000 compounds, 2% hits; in the data active = activation above about 40%; inconclusive = no clear call, values can overlap the other calls;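 note: 0% = median of the plate's neutral control wells and 100% = double that signal; a rise in the Bmi1 reporter signal indicates esBAF inhibition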
miR122 inh: blocks miR-122 activity in Huh7 sensor cells; 340,000 compounds, 0.3% hits; activation (reporter increase), % at 12.5 µM; Huh7 miR-122 Renilla luciferase sensor, 48 h; neutral wells = 0, positive control = 100;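 active = mean replicate activation score at least 90 and every replicate individually at or above 90; inconclusive = only one of the two criteria met; inactive = neither criterion met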;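 note: higher luciferase means less miR-122 activity so hits act as miR-122 inhibitors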
Cneo AK release: Cryptococcus neoformans lysis via adenylate kinase release; AID 651654; C. neoformans lysis, adenylate kinase release luminescence, 4 h; normalised: neutral wells 0, clomiphene wells 100; 360,000 compounds, 0.2% hits; lysis activity, % at 15 µM;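 active = mean lysis activity across replicates of at least 80%, whatever share of replicates individually reach that level; inactive = mean lysis activity below 80%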
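Material – Cryptococcus neoformans yeast cells · Quantity – 5 × 10^6 yeast cells/mL · Buffer or medium – YPD medium · Compound – single dose · Timing – 4 h static compound exposure, 37 °C, read 1 h post-reagent · Signal – adenylate kinase release luminescence · Read-out basis – lysis from increased AK signal · Benchmarks – Clomiphene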
ARNT TACC3 PPI: ARNT/TACC3 interaction disruption; inhibition, % at 9.99 µM; Q9Y6A5; AID 623870; 390,000 compounds, 0.66% hits; AlphaScreen His-ARNT PAS-B/GST-TACC3 binding, luminescence; TACC3 fragment carries E629A point mutation;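 active = mean inhibition of replicates at least 50% and at least half of replicates each reaching 50%; inconclusive = half or more replicates reach 50% but mean below 50%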;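 note: 0% = complete ARNT plus TACC3 wells and 100% = ARNT alone without TACC3; many hits fall short of the cut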
SIRT5 block: blocks human SIRT5 desuccinylation of peptide | Q9NXA8 | Purified SirT5, succinyl-peptide AMC, trypsin-coupled fluorescence | inhibition, % at 15 µM | 330,000 compounds, 1.1% hits | AID 652115; in the data active = inhibition above about 15%; inconclusive = no clear call, values can overlap the other calls
Target sequence (Q9NXA8 whole entry, looked up): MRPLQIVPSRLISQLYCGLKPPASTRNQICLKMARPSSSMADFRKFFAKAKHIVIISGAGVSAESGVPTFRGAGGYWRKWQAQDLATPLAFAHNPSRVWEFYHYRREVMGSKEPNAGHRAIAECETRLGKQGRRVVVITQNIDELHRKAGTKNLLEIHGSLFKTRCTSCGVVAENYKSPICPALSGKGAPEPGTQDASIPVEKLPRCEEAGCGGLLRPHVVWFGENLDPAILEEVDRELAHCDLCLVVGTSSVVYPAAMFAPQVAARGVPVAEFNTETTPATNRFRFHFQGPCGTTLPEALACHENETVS
* = called active by the depositor; ? = inconclusive; nt = no result given; & = joins results of further samples; [ ] = another dose, or the depositor's remark.

SMILES	ERp5 block	C2C12 statin	esBAF inh	miR122 inh	Cneo AK release	ARNT TACC3 PPI	SIRT5 block
COCC(C)NC(=O)CSc1nc2cc(S(=O)(=O)N3CCCCC3)ccc2o1 (configuration not stated)	6	-4	11	-10	0	-4	-1
CCCN1C(=O)COc2ccc(C(=O)c3ccccc3C(=O)O)cc21	4	nt	nt	nt	nt	1	-3
Cc1cc(C(=O)Nc2cccc3c2O[C@H](CN(C)Cc2ccc4c(c2)OCO4)[C@H](C)CN([C@@H](C)CO)C3=O)n(C)n1	1	-12	2	2[16.7 µM]	-4	1	-4
CCCC(=O)Nc1ccc2c(c1)OC[C@@H](C)N(C(=O)c1cnccn1)C[C@@H](C)[C@@H](OC)CN(C)C2=O	2	-17	6	nt	-2	0	-4
COc1cc(NC(=O)CS(=O)(=O)c2ccccc2)cc(OC)c1OC	nt	1	3	nt	-1	-1	nt
C[C@@H]1CCCCO[C@@H](CN(C)S(=O)(=O)c2ccc(F)cc2)[C@@H](C)CN([C@H](C)CO)C(=O)c2cc(NC(=O)c3ccccc3)ccc2O1	7&1	1	-11&1	-2	1&0	-6	1&3
C[C@@H]1CN([C@H](C)CO)C(=O)c2cc(C#CC3(O)CCCC3)cnc2O[C@H]1CN(C)S(=O)(=O)c1ccccc1	-1	1	-1	-3[16.7 µM]	-1	0	-2
CC(C)COCC(O)CC(Cc1ccccc1)C(=O)NN (configuration not stated)	-3	nt	nt	nt	nt	-3	2
CC(=O)N/C(=C/c1ccc2c(c1)OCO2)C(=O)NCC(=O)O	nt	nt	nt	-5	2	-1	nt
COc1ccccc1NC(=O)C1CCCCC1	nt	nt	8	8	-1	-6	nt
COc1cc(-c2nnc(-c3ccc(S(=O)(=O)c4ccccc4)cc3)o2)cc(OC)c1OC	nt	17	5	-4	-10	-1	nt
Cc1ccc(-c2cc(C(=O)N3CCN(c4ccccc4O)CC3)c3ccccc3n2)cc1	6	-1	55*	0	-2	2	-4
CCOCCCN(CCC#N)C(=O)C1CCN(S(=O)(=O)c2ccc(-n3cnnn3)cc2)CC1	2	-1	-1	-1	-3	-2	-3
C[C@@H]1CN([C@H](C)CO)C(=O)Cc2cc(NS(=O)(=O)c3ccc(F)cc3)ccc2O[C@H]1CN(C)CC1CC1	-2	-6	2	2[16.7 µM]	-1	-5	3
COc1ccc(/C=C/C(=O)NC(=S)Nc2ccc(Br)cn2)cc1	0	5	8	-23	-1	-2	0
CCCCn1c(N)c(N(CCOC)C(=O)COC(=O)CCOc2ccccc2)c(=O)[nH]c1=O	-3	14	1	-2	-3	-5	-4
Nn1cnc2scc(-c3cccs3)c2c1=O	1	-10	1	-5	2	-7	3
COc1ccccc1NC(=O)N[C@H]1CC[C@@H](CC(=O)N[C@H](C)c2ccccc2)O[C@@H]1CO	11	-5	3	nt	-14	-22	-2
CCc1nnc(NC(=O)C2CCCN2S(=O)(=O)c2ccc(C)cc2)s1 (configuration not stated)	nt	14	-6	-11	2	-6	nt
O=C(C[n+]1cc(-c2ccc(Cl)c(Cl)c2)n2c1CCC2)OCc1ccccc1	3	-2	-7	-5	1	1	-7
O=c1oc2cc(OCc3nn[nH]n3)ccc2c2c1CCCC2	nt	-4	-7	-4	3	-1	nt
O=C(NCCOc1ccc(F)cc1)C1CCC(=O)N(CC2CCCCC2)C1 (configuration not stated)	3	7	-2	-8	3	7	-4
CCC(C(=O)Nc1ccccc1-c1ccccc1)c1ccccc1 (configuration not stated)	4	113*	-3	2	-2	-1	-1
O=C(N/N=C/c1cccnc1)c1sc2ccccc2c1Cl	2	-6	-3	-4	1	-13	-1
CSc1nc(=S)cc(C)[nH]1	1	11	1	-14	-2	-8	-3
C[C@@H]1CN([C@H](C)CO)S(=O)(=O)c2ccc(/C=C/c3ccccc3)cc2O[C@@H]1CN(C)C(=O)Nc1cc(F)ccc1F	-1	5	3	4[16.7 µM]	-4	18	25*
Cc1cc(O)c(C(=O)c2ccccc2C(=O)O)cc1C	nt	-10	6	-4	2	10	nt
Cc1cccc2c3c([nH]c12)C(=O)CC(C)(C)S3	5	16	-1	-3	1	-1	-2
COc1ccc(CC(=O)NNC(=O)c2cccs2)cc1	-2	nt	nt	nt	nt	0	0
C=CC(C)(C)c1c(O)c(CC=C(C)C)c(O)c2c(=O)c3ccc(O)c(O)c3oc12	nt	-1	-51	-14	-3	nt	nt
CCOc1cc(CNc2ncn[nH]2)ccc1OCC(=O)NC(C)(C)C	1	nt	nt	nt	nt	0	0
CN1CCN(C(=O)C[C@@H]2C[C@H]3c4cc(NC(=O)C5CCOCC5)ccc4O[C@H]3[C@@H](CO)O2)CC1	8	3	-2	4[16.7 µM]	-11	-8	-1
C[C@H]1CN([C@@H](C)CO)C(=O)c2cccc(NC(=O)c3cnccn3)c2O[C@@H]1CN(C)Cc1ccc(C(=O)O)cc1	9	nt	2	-5[16.7 µM]	2	-2	3
NC(=O)C1CCN(C2=C(NS(=O)(=O)c3ccc(Cl)cc3)C(=O)c3ccccc3C2=O)CC1	0	nt	nt	nt	nt	23	2
Cc1cc(C(=O)NCC(C)C)c2ccccc2n1	nt	11	-8	12	-1	-16	nt
CCN(CC)CCNC(=O)C1(c2ccccc2)CCCCC1	0	-12	nt	-1	1	-7	nt
CN1CCN(C(=O)C23CC4CC(C)(CC(C)(C4)C2)C3)CC1	-3	0	0	-5	6	-5	-3
NC(CO)c1csc(NC(=O)Nc2cccc(Cl)c2)n1 (configuration not stated)	5	1	0	4	0	nt	-13
N#Cc1cccc(CSc2nnc(CCCO)n2-c2ccccc2)c1	nt	nt	nt	3	0	-4	nt
CC(Sc1nc(N)cc(=O)[nH]1)C(=O)Nc1ccc(N2CCOCC2)cc1 (configuration not stated)	3	20	5	1	1	nt	nt
CCOC(=O)C(=CNc1ccc(C(F)(F)F)cc1Cl)C(=O)OCC	-2	nt	nt	nt	nt	-9	1
Clc1ccc(-c2nnc(-c3ccc(Br)cc3)c(N3CCSCC3)n2)cc1	nt	-26	7	-2	1	7	nt
CC1CCCCN1C(=O)Cn1c(=O)n(C2CCCCC2)c(=O)c2ccccc21 (configuration not stated)	nt	0	5	-1	-3	1	nt
C[C@@H]1CN([C@@H](C)CO)S(=O)(=O)c2ccc(C#C[C@@H](C)O)cc2O[C@H]1CN(C)Cc1ccccc1	-3	-81	1	1[16.7 µM]	1	-6	6
CS(=O)(=O)Nc1ccc2c(c1)[C@@H]1C[C@@H](CC(=O)NCC(F)(F)F)O[C@@H](CO)[C@@H]1O2	2	2	-3	4[16.7 µM]	1	-11	-3

3 compounds out of the list, ordered by number of heavy atoms, smallest number first.
SMILES	ERp5 block	C2C12 statin	esBAF inh	miR122 inh	Cneo AK release	ARNT TACC3 PPI	SIRT5 block
Nn1cnc2scc(-c3cccs3)c2c1=O	1	-10	1	-5	2	-7	3
O=c1oc2cc(OCc3nn[nH]n3)ccc2c2c1CCCC2	nt	-4	-7	-4	3	-1	nt
CCCC(=O)Nc1ccc2c(c1)OC[C@@H](C)N(C(=O)c1cnccn1)C[C@@H](C)[C@@H](OC)CN(C)C2=O	2	-17	6	nt	-2	0	-4

(next part)
SMILES	ERp5 block	C2C12 statin	esBAF inh	miR122 inh	Cneo AK release	ARNT TACC3 PPI	SIRT5 block
CCCN=C1N(C)C[C@@H]2[C@@H]3C(=O)N(Cc4ccccc4)C(=O)[C@@H]3[C@](C)(C(=O)OC)N12	nt	-2	-1	1	-2	16	nt
CC(=O)Nc1ccc(-c2ccnc3c2CC(C(=O)NCc2ccc(N4CCN(C)CC4)cc2)O3)cc1 (configuration not stated)	-2	12	-1	4	-1	nt	-2
Cc1cccc(COc2ccccc2C(=O)OCC(=O)N(C)c2c(N)n(Cc3ccccc3)c(=O)[nH]c2=O)c1	-2	1	10	-2	3	0	-2
O=S1(=O)CC(N2CCC(c3ccccc3)CC2)CN1C1CCCCC1 (configuration not stated)	-1	6	2	-5	0	nt	-11
O=C(c1cccc(Cl)c1)c1nn(-c2ccccc2)c(=O)cc1C(F)(F)F	nt	105*	4	-9	1	0	nt
C[C@@H]1CCCCO[C@@H](CN(C)CC2CCCCC2)[C@@H](C)CN([C@@H](C)CO)C(=O)c2cc(NC(=O)Nc3ccccc3)ccc2O1	-4	nt	1	2[16.7 µM]	4	4	2
COc1ccc(OC)c(/C=C/C(=O)Nc2ccc3c(c2)CCC3)c1	-1	nt	nt	-8	-6	-2	3
CCOC(=O)C(Sc1nn(C)c(=S)s1)C(C)=O (configuration not stated)	nt	4	-8	4	-1	-11	nt
NC(=O)c1ncn([C@@H]2O[C@H](CNCc3ccc(OCC(=O)Nc4ccccn4)cc3)[C@@H](O)[C@H]2O)n1	4	-2	9	nt	0	-8	-2
CCN1C(=O)[C@H]2[C@@H](c3ccc(-c4ccc5c(c4)OCO5)c(OC)c3)N[C@@](CC(C)C)(C(=O)OC)[C@H]2C1=O	-4	1	7	nt	-1	10	-8
CCN(CC)C(=O)COc1ccc(/C(C)=N/NC(=O)c2ccccc2Br)cc1	2	-1	-3	nt	-1	-10	-1
O=C(NCCc1ccc(O)cc1)c1ccc(Cl)cc1	nt	18	?	-5	-10	11	nt
Cc1nn(CC(=O)NC2CC2)c(C)c1S(=O)(=O)N(C)C	3	-4	-1	-5	-3	nt	nt
COc1cc2c(cc1OC)C(C(=O)N1CCCCC1)C(c1ccccc1F)N(C)C2=O (configuration not stated)	nt	3	-6	-4	10	-4	nt
CCOc1ccc(NC(=O)Cn2c(=O)oc3ccccc32)cc1	nt	-2	-6	-4	2	-2	nt
CC[C@]12c3[nH]c4cc(CCC(=O)N(C)C)ccc4c3CCN1C(=O)[C@@H](CC(=O)NCCC1=CCCCC1)C[C@@H]2C(=O)N1CCN(C(=O)C2CC2)CC1	8	2	2	nt	-2	0	-3
C[C@H](CO)N1C[C@H](C)[C@@H](CN(C)C(=O)Nc2ccc(F)cc2)OCCCC[C@H](C)Oc2ccc(NC(=O)Nc3ccc(C(F)(F)F)cc3)cc2C1=O	-2	nt	-5	-5[16.7 µM]	0	nt	-2
CC1CCN(C(=O)CSc2ccc(-c3ccc4c(c3)OCCO4)nn2)CC1	4	-3	19	-2	-15	-10	8
O=[N+]([O-])c1ccc(N2CCCCC2)cc1	-1	nt	nt	-2	3	-5	0
O=C(Nc1cccc(S(=O)(=O)N2CCCCC2)c1)C1COc2ccccc2O1 (configuration not stated)	-8	-8	13	nt	nt	nt	-5
CC(C)CCNC(=O)c1c[nH]c2ccc(S(=O)(=O)N3CCC4(CC3)OCCO4)cc2c1=O	nt	nt	nt	-1	-3	1	nt
Cc1ccc(S(=O)(=O)Nc2cc(S(=O)(=O)N3CCOCC3)ccc2NCC2CCCO2)cc1 (configuration not stated)	4	2	2	nt	0	-1	-2
CCCCc1nc2cc(C(=O)N3CCN(c4cnccn4)CC3)ccc2o1	-7	24	-1	6	-2	3	-1
O=C(NCCN1CCOCC1)C1CC(=O)N(c2ccc(Cl)cc2)C1 (configuration not stated)	-2	10	1	-3	0	-7	2
COc1ccccc1NC(=O)COC(=O)Cc1c[nH]c2ccccc12	1	nt	nt	nt	1	-3	-2
COc1ccc(NC(=O)c2c(Nc3ccccc3)sc(C(=O)c3ccc(F)cc3)c2N)cc1	nt	-162	-15	-11	-1	-2	nt
O=C1CC(c2ccccc2)CC(O)=C1C=NCCc1ccccc1 (configuration not stated)	2	nt	nt	nt	nt	-3	-1
CCOc1ccc(S(=O)(=O)Nc2cccc(C(=O)N3CCN(c4ccccc4O)CC3)c2)cc1	4	-6	11	12	-1	nt	0
COc1ccc(CC(=O)OCC(=O)Nc2ccc3[nH]c(=O)[nH]c3c2)cc1OC	0	-7	2	0	-3	nt	nt
Cc1ccc(Cn2c(SCCN3CCCCC3)nc3c2c(=O)[nH]c(=O)n3C)cc1	1	-19	8	nt	0	-4	-2
C[C@H](CO)N1C[C@H](C)[C@@H](CN(C)C(=O)C2CCCCC2)Oc2ncc(Br)cc2C1=O	0	13	1	47[16.7 µM]	6	-2	0

High-throughput results deposited in PubChem BioAssay by Broad Institute.

This is a random part of the collection (roughly 4% active in at least one column).
